SW480 rereplic = induces DNA re-replication in SW480 colon adenocarcinoma cells; SW480 DNA re-replication, Hoechst DNA content imaging, 48 h; Potency, µM (doses to about 46.1 µM), for inactives: at the highest dose re-replication activation, hits mostly activators; 340,000 compounds, 1.8% hits; also: % of control where 0% means no effect; nearly all actives have a fitted effect of over 55% in size
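Readout is total intensity of Hoechst-stained nuclei, excited at 405 nm and collected at 500-530 nm. Compound treatment lasted 48 hr at 37 C in 5% CO2 before staining.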
HT1080NT lethal = kills 2HG-producing HT-1080-NT fibrosarcoma cells; HT-1080-NT fibrosarcoma viability, CellTiter-Glo ATP luminescence, 48 h; Potency, µM (series often up to 46.1 µM), for the others: at the top dose activity, negative = less viability, actives largely listed as cytotoxic; 360,000 compounds, 1.6% hits;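 also: NT is the 2HG producing partner of a matched IDH1 knockdown line; 0% = DMSO-treated cells and -100% = media-only wells without cells; nearly all actives have a fitted effect of over 55% in size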
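Read-out is CellTiter-Glo luminescence after 10 minutes at room temperature, following 48 hours' compound treatment of HT-1080-NT cells (750 cells/well, RPMI, 5% FBS, 37 degrees C).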
KB-3-1 tox = KB-3-1 parental cell cytotoxicity. Potency, µM (series often up to 46.1 µM), for the others: at the highest dose activity change, negative = cytotoxic, usual class: cytotoxic. KB-3-1 viability, CellTiter-Glo ATP luminescence, 72 h. AID 1347075. 400,000 compounds, 1.4% hits; also: % is scaled to controls: 0 for no effect and ±100 for the full control effect; nearly all actives have a fitted effect of over 60% in size
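Luminescent ATP read-out (CellTiter-Glo) measures survival of drug-naive KB-3-1 cells after 72 h compound exposure at 37 °C. Titration series was screened from lowest to highest concentration, with DMSO vehicle plates as background controls.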
KB-V1 MDR tox = KB-V1 MDR subline cytotoxicity; KB-V1 MDR cells viability, CellTiter-Glo, 72 h; Potency, µM (top dose mostly 46.1 µM), without a hit: top-dose activity change, negative = cytotoxicity, hits mostly cytotoxic; 400,000 compounds, 3.4% hits; also: % is scaled to controls: 0 for no effect and ±100 for the full control effect; nearly all actives have a fitted effect of over 60% in size
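In this primary screen, KB-V1 cells overexpressing P-gp are incubated with library compounds (lowest to highest concentration) for 72 h at 37 degrees C before a luminescent ATP viability read.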
GLP1R ag = activates the human GLP-1 receptor; P43220; HEK293 GLP-1R CRE-luciferase, luminescence, 4-6 h; cells express a hypersensitive GLP-1R form; Potency, µM (top dose mostly 45.6 µM), without a hit: at the highest dose activation, actives largely listed as activators; 380,000 compounds, 0.007% hits; also: % of control where 0% means no effect
Target sequence (P43220 whole entry, looked up): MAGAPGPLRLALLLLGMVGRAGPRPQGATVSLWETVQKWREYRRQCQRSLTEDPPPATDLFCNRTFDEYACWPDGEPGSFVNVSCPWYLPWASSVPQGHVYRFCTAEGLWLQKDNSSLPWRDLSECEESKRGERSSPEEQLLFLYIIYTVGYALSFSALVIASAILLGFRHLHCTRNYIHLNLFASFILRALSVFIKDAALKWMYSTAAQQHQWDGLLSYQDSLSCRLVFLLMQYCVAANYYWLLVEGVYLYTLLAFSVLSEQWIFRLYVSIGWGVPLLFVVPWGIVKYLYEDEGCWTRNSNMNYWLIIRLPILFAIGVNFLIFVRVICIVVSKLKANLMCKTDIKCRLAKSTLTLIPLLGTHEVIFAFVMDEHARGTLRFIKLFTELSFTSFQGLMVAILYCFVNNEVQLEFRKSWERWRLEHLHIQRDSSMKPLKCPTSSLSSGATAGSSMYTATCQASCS
GLP-1R inv ag = GLP-1 receptor (human) inverse agonism. HEK293 GLP-1R CRE-luciferase, luminescence, 24 h; GLP-1R form is constitutively active. Potency, µM (doses to about 38.3 µM), without a hit: at the highest dose activity change, negative = inhibition, hits mostly inhibitors. 410,000 compounds, 1.6% hits. AID 624417; also: % is scaled to controls: 0 for no effect and ±100 for the full control effect; nearly all actives have a fitted effect of over 55% in size
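Assay principle: reduced luminescence from a cAMP-responsive reporter in HEK293 cells co-expressing a constitutively active GLP-1R. Conditions: 24 hr compound incubation, 37 deg C, 5% CO2.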
HEK293 tox = cytotoxicity counter-screen for GLP-1 receptor inverse agonists. HEK293 cAMP-luciferase reporter cells, luminescence, 24 h. Potency, µM (titrated, usually from 38.3 µM), for the others: top-dose activity change, negative = inhibition, hits mostly inhibitors. 410,000 compounds, 0.13% hits;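 also: loss of luciferase light is scored as toxicity; % is scaled to controls: 0 for no effect and ±100 for the full control effect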
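1536-well qHTS counterscreen of the MLSMR; 200 cells/uL, 12 h pre-incubation, 23 nL cpd, 24 h at 37 deg C 5% CO2, luciferase detection reagent, 12 min RT, luminescence. Inhibition = undesired.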
TDP-43 yeast inh = rescues yeast growth from TDP-43 toxicity | TDP-43 expressing yeast growth rescue, BacTiter-Glo, 24 h | Potency, µM (highest dose often 46.1 µM), for inactives: at the top dose growth rescue (activation), usual class: activators | 410,000 compounds, 1.8% hits; also: % of control where 0% means no effect; nearly all actives have a fitted effect of over 50% in size
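In this qHTS, compounds that restore growth of yeast expressing TDP-43 appear as activators. Cells (OD600=0.02, galactose medium, raffinose-pregrown) are incubated with compound 24 hr at 30 deg C and growth is quantified by BacTiter-Glo.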
HT1080 IDH1KD tx = HT-1080 IDH1 knockdown cell toxicity (counter line); HT-1080 IDH1 knockdown viability, ATP luminescence, 48 h; 360,000 compounds, 2% hits; Potency, µM (highest dose often 46.1 µM), for the others: top-dose activity, negative = toxicity, most hits filed as cytotoxic; AID 686971;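 also: 0% = DMSO wells and -100% = cell-free medium wells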
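CellTiter-Glo luminescence after 48 h compound exposure at 37 degrees C of IDH1-knockdown HT-1080 cells in 5% FBS RPMI. %Activity scaled between DMSO wells and cell-free media wells, with curves fitted and assigned curve classes.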
Active calls of the source: *; ? = inconclusive; . = not tested or not shown; & = joins results of further samples; [ ] = another dose, or the depositor's remark. Calls follow the shape of the dose curve; as a rule, active = well fitted curve in the direction sought with a large enough effect; inconclusive = small, poorly fitted or top-dose-only effect, or another doubt; inactive = no such curve, though single readings can be large; an effect the other way counts as inactive or inconclusive. Potency is read from the fitted curve at half-maximal effect.

Structure	HT1080NT lethal	KB-3-1 tox	SW480 rereplic	GLP-1R inv ag	HEK293 tox	HT1080 IDH1KD tx	TDP-43 yeast inh	KB-V1 MDR tox	GLP1R ag
CN1CCc2c(sc(/N=C/c3cccs3)c2C(N)=O)C1	0%	11%	3%	3%	65%[activator]	-2%	-6%	-15%	8%
O=C(O)c1ccc(NCc2nc3ccccc3n2CCOc2ccccc2Cl)cc1	-26%	4%&-17%	?	4%&25%	-1%&-8%	-27%	-9%&17%	-2%&3%	11%
COc1ccc(CCC(=O)OCC(=O)c2cccc(OC)c2)cc1	20%	-12%	-10%	13%	-11%	15%	-11%	3%	0%
CCNC(=S)N/N=C/c1cc(C)n(-c2ccc(Cl)cc2)c1C	-17%	?	2%	-8%[7.66 µM]	17%[7.66 µM]	-17%	?	12µM*	0%
COC(=O)c1cn(C(=O)c2ccc3c(c2)OCO3)c2ccccc12	-24%	-18%	.	-24%	-18%	-16%	21%	-1%	2%
Cc1ccc2c(c1)c1nnc(SCC(=O)Nc3ccc(N(C)C)cc3)nc1n2CC(=O)O	1%	5%	-2%	4%	-13%	3%	16%	21%	-4%
Cc1ccc(NS(=O)(=O)c2ccc3c(c2)CC(=O)N3)cc1C	-1%	0%&-8%	-7%	9%	-2%	-7%	-12%	?	9%
Cc1cc(O)c(C(C)C)cc1N=Cc1cc([N+](=O)[O-])ccc1O	-21%	-5%	10%	-29%	-19%	-16%	-6%	-4%	-1%
COc1cccc(C(=O)OCC(=O)N2CCc3ccccc3C2)c1OC	-7%	1%	-9%	-11%	-1%	-5%	13%	4%	3%
O=C(Nc1ccccc1Cl)Nn1cnnc1	15%	12%	0%	32%[activator]	1%	3%	8%	8%	1%
COc1cccc(N/C(SCc2ccccc2Cl)=C(/C#N)C(=O)NCc2cccs2)c1	5%	-9%	8%	-3%	12%	11%	3%	15µM*	-1%
CCn1ncc(NC(=S)Nc2ccc(OC)c(OC)c2)c1C(N)=O	3%	18%	2%	9%	19%	14%	0%	-3%	0%
CCN1CCN(S(=O)(=O)c2cccs2)CC1	8%	4%	-9%	2%	4%	5%[9.24 µM]	-11%	4%	-2%
CCOc1ccc(CCNC(=O)c2cccc(Nc3nc4ccccc4nc3-n3nc(C)cc3C)c2)cc1OCC	.	1%	.	4%	0%	.	1%	26%	.
OCC#CCSc1nnc(-c2ccccc2Br)o1	-2%	3%	?	5%	-16%	5%	13%	13%	7%
O=C(CN1C2=NCCN2c2ccccc21)c1cccs1	-8%	-7%	-5%	15%	-5%	1%	16%	-22%	-2%
COC(=O)c1cccc(Cn2c(Cl)c(/C=N/NC(=O)c3ccco3)sc2=O)c1	0%	-46%	?	31%	-27%	-20%	11%	-20%	10%
O=C(NCC1(c2ccccc2)CCCC1)c1ccccc1Br	2%	?	4%	10µM*	0%	-25%	15%	?	14%
CC(=O)Nc1ccc(C(=O)OCCC(C)C)cc1	-1%	2%	-10%	3%	-1%	-7%	29%	-16%	11%
COC(=O)c1ccc(COc2ccc(-c3nnn(CC(=O)NC(C)(C)C)n3)cc2)cc1	18%	6%	-38%[inhibitor]	4%	-9%	3%	-26%	-22%	-4%
CCCN1CCN(CCCNC(=O)CN2C(=O)COc3ccc(C(C)(C)C)cc32)CC1	-9%	?	.	-13%	-6%	-12%	4%	-11%	-4%
Cc1cccc(N2CCN(Cc3nnc(-c4ccccc4C)o3)CC2C)c1 (stereo not given)	.	1%	.	?	2%	.	19%	-10%	.
Cc1ccc(S(=O)(=O)N(C)CC(=O)N2CCCCCCC2)cc1	13%	14%	0%	-14%	6%	5%	5%	9%	21%
COc1ccccc1NC(=O)Cn1cnc2c(cnn2-c2ccc(C)c(C)c2)c1=O	0%	-4%	-7%	2%	16%	-15%	-3%	13µM*	-1%
Cc1cccc(C)c1NC(=O)N1CC=C(n2c(=O)[nH]c3ccccc32)CC1	8%	-4%	0%	-26%	-9%	9%	-5%	-6%	19%
COC(=O)CCCC(=O)NC1CCCN(C2Cc3ccccc3C2)C1 (stereo not given)	11%	23%	-1%	7%	-5%	9%	3%	-1%	-3%
O=C(NCc1ccc(C(F)(F)F)cc1)C1CC(c2ccccc2C(F)(F)F)=NO1 (stereo not given)	1%	7%	1%[9.22 µM]	?	6%	-1%	29%	48%	0%
CNc1nc2[nH]c(=O)c3c(c2s1)OC(N)=C(C#N)C3c1cccc(F)c1 (stereo not given)	8%	2%	-6%	0%	8%	23%	12%	0%	10%
Cc1ccc(C(=O)CSc2nnc3c4ccccc4nc(C(C)(C)C)n23)cc1	23%	23µM*	13µM*	-24%	-5%	0%	-14%	?	7%
Cc1[nH]c(=S)c(C#N)c(C)c1Cc1ccccc1	7%	0%	-6%	-4%	0%	0%	0%	0%	1%
CSc1cccc(NC(=O)C2CCCN(c3ncnc4c3nc3n4CCCCC3)C2)c1 (stereo not given)	2%	?	2%	-34%	0%	5%	?	15µM*	0%
CC(C)n1nnnc1C1c2ccccc2C(=O)N1Cc1cccc(F)c1 (stereo not given)	10%	3%	.	6%	3%	5%	?	-11%	-2%
CC(C)(C)c1ccc(OCCCC(=O)Nc2cccc(S(=O)(=O)N3CCOCC3)c2)cc1	-6%	?	14%	7.9µM*	-16%	?	14%	?	-2%
C=Cc1ccc(Cn2c(C(=O)O)c(CNCc3ccccc3)c3ccc(C)cc32)cc1	.	?	.	?	?	.	-3%	-26%	.
COc1ccc(-n2c(O)c(/C=N/Nc3nc(C)cc(C)n3)c3ccccc3c2=O)cc1OC	?	?	4%	10%	9%	?	-5%	-28%	8%
CNC(=O)c1c(NC(=O)c2ccc(S(=O)(=O)N3CCCC(C)C3)cc2)sc2c1CCC2 (stereo not given)	.	-2%	.	12%	3%	.	5%	?	13%
CC(C)(C)S(=O)(=O)N1Cc2cc(CO)cc(CCO)c2[C@H]1CCO	12%	0%	0%	14%	-4%	5%	15%	0%	-3%
O=C(Nc1cc(C(F)(F)F)ccc1Cl)c1nc2ccccc2nc1N1CCCCC1	.	1%	.	0%	-5%	.	23%	0%	.
CC1CCN(C(=O)CSc2nnc3c(n2)[nH]c2ccc(F)cc23)CC1	2%	-4%	-5%	9%	10%	4%	-17%	0%	7%
CCN(CC)CCN1CCN(c2cncc(-c3cccc(N)c3)n2)CC1	7%	0%	.	21%	-5%	3%	12%	-1%	2%
COc1ccc(-c2nc3c(-c4ccc(F)cc4)cnn3cc2C)cc1F	1%	-11%	-3%	-1%	4%	-3%	5%[9.22 µM]	-25%	2%
O=C(CSc1nnnn1-c1ccc(Cl)cc1)NC1CCS(=O)(=O)C1 (stereo not given)	-1%	0%	-2%	9%	7%	5%	2%	-6%	2%
CCOC(=O)N1CCN(S(=O)(=O)/C=C/c2ccccc2)CC1	-2%	0%	-4%	-21%	5%	-14%	-1%	-18%	3%
O=C(NC(Cc1ccccc1)c1ccc2c(c1)OCCCO2)c1ccccc1 (stereo not given)	-13%[9.24 µM]	-8%	7%	-16%	8%	-19%	-17%	-23%	0%
Cn1c(CN2CCOCC2)nnc1SCC(=O)Nc1ccc([N+](=O)[O-])cc1O	0%	.	10%	1%	-13%	-1%	-7%	.	-1%
COCCNC(=O)c1ccc(CS(=O)(=O)c2ccccc2C)o1	14%	1%	-14%	38%	0%	12%	1%	-13%	-1%
O=C1C(Cl)=C(NCC2CCCO2)C(=O)N1c1cccc(Cl)c1Cl (stereo not given)	13%	-3%	0%	10%	10%	-1%	?	18%	2%
O=C(CNS(=O)(=O)c1ccc(Br)cc1)NCc1ccncc1	10%	5%	-1%	-4%	0%	2%	-3%	12%	8%
COC(=O)c1ccc(C(=O)OC)c(NC(=O)COC(=O)c2ccc(OC)c(OC)c2OC)c1	3%	-17%	5%	15%	8%	0%	-12%	-7%	-3%
CCNc1nc2nonc2nc1NCC	1%	-8%	-2%	48%[activator]	-19%	1%	2%	-8%	2%

Looked up one by one from the entries so far (2):
Structure	HT1080NT lethal	KB-3-1 tox	SW480 rereplic	GLP-1R inv ag	HEK293 tox	HT1080 IDH1KD tx	TDP-43 yeast inh	KB-V1 MDR tox	GLP1R ag
OCC#CCSc1nnc(-c2ccccc2Br)o1	-2%	3%	?	5%	-16%	5%	13%	13%	7%
CCNC(=S)N/N=C/c1cc(C)n(-c2ccc(Cl)cc2)c1C	-17%	?	2%	-8%[7.66 µM]	17%[7.66 µM]	-17%	?	12µM*	0%

More records follow.
Structure	HT1080NT lethal	KB-3-1 tox	SW480 rereplic	GLP-1R inv ag	HEK293 tox	HT1080 IDH1KD tx	TDP-43 yeast inh	KB-V1 MDR tox	GLP1R ag
Cc1c(CN(C)C)c2c(n1C)C(=O)c1ccc(Br)cc1-2	?	-10%	?	132%[activator]	8.9µM*	3%[9.24 µM]	-10%	-4%	0%
COc1ccc(-c2cnc(C)o2)cc1S(=O)(=O)Nc1ccc(C)c(N(C)C)c1	.	-3%	.	15%	1%	.	4%	-11%	.
O=C(CSc1nc2c([nH]c3ccccc32)c(=O)n1-c1ccc(Cl)cc1)N1CCCCCC1	.	3%	.	7%	1%	.	17%	-18%	5%
COc1ccc(-c2nc(SCC(=O)Nc3c(F)cccc3F)n[nH]2)cc1	-3%	-2%	-48%[inhibitor]	17%	8%	-2%	22%	-23%	16%
Cc1ccc(NC(=O)c2ccc(CNc3c(N4CCC(C)CC4)c(=O)c3=O)cc2)cc1	27%	-3%	7%	-6%	-3%	4%	-19%	15%	15%
Cc1cc2ccccn2c1C(=O)c1nc(N2CCOCC2)ncc1Cl	-4%	-25%	2%	-7%	?	34%	-12%	-18%	-2%

Screening data (PubChem)
